Screening data from PubChem BioAssay.
TDP-43 yeast inh: rescues yeast growth from TDP-43 toxicity | TDP-43 expressing yeast growth rescue, BacTiter-Glo, 24 h | Potency, µM (top dose mostly 46.1 µM), for inactives: at the highest dose growth rescue (activation), usual class: activators | actives 1.8% (n = 410,000) | AID 652104; also: potency is read from the fitted curve at half-maximal effect; % of control where 0% means no effect; nearly all actives have a fitted effect of over 50% in size
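Yeast expressing TDP-43 (pregrown in raffinose, seeded at OD600=0.02 in galactose medium) exposed to compounds 24 hr at 30 deg C. Growth read by BacTiter-Glo luminescence; rescue of toxicity appears as increased signal.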
DRD3 antagonist: blocks the human D3 dopamine receptor; P35462; D3R cells, DiscoveRx beta-arrestin luminescence, antagonist mode; active compounds read low; max response, negative = inhibition, %; actives 2.5% (n = 360,000); AID 652054; in the data active = max response below about -50%; inconclusive = no clear call, values can overlap the other calls; also: % is scaled to controls: 0 for no effect and ±100 for the full control effect; mostly tested at two doses, the higher about 12 µM
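Cells plated overnight at 1500 cells/well, then exposed to library compounds with dopamine controls for 90 minutes at 37 degrees C. DiscoveRx reagent added for 30–60 minutes at room temperature; luminescence read, quantitative HTS format.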
GLP1R inv ag: GLP-1 receptor (human) inverse agonism | P43220 | HEK293 GLP-1R CRE-luciferase, luminescence, 24 h; GLP-1R form is constitutively active | Potency, µM (titrated, usually from 38.3 µM), inactives show at the top dose activity change, negative = inhibition, most hits filed as inhibitors | actives 1.6% (n = 410,000) | AID 624417; also: potency is read from the fitted curve at half-maximal effect; % is scaled to controls: 0 for no effect and ±100 for the full control effect; nearly all actives have a fitted effect of over 55% in size
Target sequence (P43220 whole entry, looked up): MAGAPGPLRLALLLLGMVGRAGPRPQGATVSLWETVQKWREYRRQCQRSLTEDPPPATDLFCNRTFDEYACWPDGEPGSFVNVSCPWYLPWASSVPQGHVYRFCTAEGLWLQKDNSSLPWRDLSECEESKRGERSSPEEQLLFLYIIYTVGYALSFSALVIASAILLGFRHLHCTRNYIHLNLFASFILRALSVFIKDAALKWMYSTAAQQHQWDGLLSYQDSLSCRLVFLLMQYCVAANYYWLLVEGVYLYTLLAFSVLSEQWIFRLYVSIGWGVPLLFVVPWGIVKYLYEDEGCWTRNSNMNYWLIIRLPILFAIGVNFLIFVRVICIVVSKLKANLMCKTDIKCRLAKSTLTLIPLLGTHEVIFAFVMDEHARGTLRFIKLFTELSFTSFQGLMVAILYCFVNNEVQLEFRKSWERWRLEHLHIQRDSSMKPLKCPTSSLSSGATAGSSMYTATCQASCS
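Inverse agonism was detected as reduced cAMP-driven luciferase luminescence after 24 h compound treatment. The cells were HEK293 clones expressing constitutively active human GLP-1R with the reporter. Reporter-only and GPR119 cell lines served as counterscreen controls.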
GLP1R ag: GLP-1 receptor (human) agonism; actives 0.007% (n = 380,000); Potency, µM (series often up to 45.6 µM), inactives show top-dose activation, hits mostly activators; HEK293 GLP-1R CRE-luciferase, luminescence, 4-6 h; cells express a hypersensitive GLP-1R form; also: potency is read from the fitted curve at half-maximal effect; % of control where 0% means no effect
FUS yeast rescue: rescues growth of FUS-expressing yeast | actives 0.24% (n = 390,000) | Potency, µM (top dose mostly 76.6 µM), for the others: at the top dose growth rescue (activation), actives largely listed as activators | AID 1347120 | S. cerevisiae FUS-expressing, growth rescue, OD600, 24 h;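 also: potency is read from the fitted curve at half-maximal effect; plate controls were DMSO vehicle for no effect and reference control for full effect; nearly all actives have a fitted effect of over 55% in size; some results filed as inactive show a strong effect at the top dose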
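Cultures pregrown in 2.5% raffinose medium are shifted to minimal medium containing 2% galactose to express toxic FUS. Compounds are tested at several concentrations. After 24hr at 30C, growth is quantified at 600 nm absorbance.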
PTHR1 ag: agonists of human PTHR1 parathyroid hormone receptor | Q03431 | HEK293 GP2 PTHR1 cells, GloSensor cAMP luminescence, 1 h | Potency, µM (highest dose often 115 µM), for the others: at the highest dose activation, actives largely listed as activators | actives 0.075% (n = 410,000); also: potency is read from the fitted curve at half-maximal effect; nearly all actives have a fitted effect of over 55% in size; some results filed as inactive show a strong effect at the top dose; inactives centre near -15; many of its hits are not listed in these tables
Target sequence (Q03431 whole entry, looked up): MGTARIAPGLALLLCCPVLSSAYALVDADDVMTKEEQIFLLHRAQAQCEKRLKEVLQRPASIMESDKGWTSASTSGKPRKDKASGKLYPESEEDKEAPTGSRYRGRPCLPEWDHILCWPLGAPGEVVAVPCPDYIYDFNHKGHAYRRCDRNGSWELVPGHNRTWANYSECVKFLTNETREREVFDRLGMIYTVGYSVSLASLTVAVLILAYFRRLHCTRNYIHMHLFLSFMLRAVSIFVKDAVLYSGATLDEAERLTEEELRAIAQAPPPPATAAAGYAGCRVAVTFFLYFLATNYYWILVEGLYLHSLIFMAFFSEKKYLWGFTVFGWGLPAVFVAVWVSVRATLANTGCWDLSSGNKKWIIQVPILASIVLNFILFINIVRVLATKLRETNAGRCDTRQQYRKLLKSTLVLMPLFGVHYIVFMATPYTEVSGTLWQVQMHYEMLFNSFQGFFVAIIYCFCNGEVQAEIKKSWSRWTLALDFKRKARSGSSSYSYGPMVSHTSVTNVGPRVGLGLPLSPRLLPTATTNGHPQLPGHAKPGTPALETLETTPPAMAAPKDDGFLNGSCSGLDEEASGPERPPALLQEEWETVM
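HEK-293-derived GP2 cells expressing PTHR1 and a GloSensor cAMP reporter, 3,000/well, plated overnight, given luciferin plus IBMX (each 0.5 mM as added) for 1 h at 37 °C, then compound for 1 h at 37 °C. Luminescence was read after 15 min at room temperature.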
aSyn rescue: alpha-synuclein toxicity inhibition in yeast | Yeast expressing alpha-synuclein, growth rescue, BacTiter-Glo, 24 h | Potency, µM (titrated, usually from 46.1 µM), inactives show at the highest dose growth rescue (activation), most hits filed as activators | actives 0.14% (n = 370,000) | AID 652106; also: potency is read from the fitted curve at half-maximal effect; % of control where 0% means no effect; nearly all actives have a fitted effect of over 65% in size
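Screening used galactose-induced yeast with toxic alpha-synuclein levels, exposed to compound for 24 hr at 30 deg C. Cell growth, read with BacTiter-Glo luminescence, gave the measured signal.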
Abeta rescue: restores growth of yeast expressing A-beta42 peptide; yeast expressing A-beta42, growth rescue, OD600, 48 h; response scale: 0% DMSO, 100% iron-clioquinol control; Potency, µM (series often up to 46.1 µM), for inactives: top-dose growth rescue, hits mostly activators; actives 0.063% (n = 410,000); AID 1347071; also: potency is read from the fitted curve at half-maximal effect; nearly all actives have a fitted effect of over 55% in size
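Growth rescue measured by 600 nm absorbance after 48 h yeast culture at 30 C with compound. Values normalized between DMSO and an equimolar ferric chloride plus clioquinol control.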
pAkt inh: Akt phosphorylation inhibition; activity change, % for hits at 50 µM; Neuro2A IGF-stimulated pAkt S473 HTRF, 20 min; active compounds read low; actives 0.32% (n = 360,000); in the data active = activity change below about -80%; inconclusive = mostly about -51% to -80%; also: % is scaled to controls: 0 for no effect and ±100 for the full control effect
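Single-point screen (50 µM final compound) in Neuro2A cells stimulated 20 min with 6 nM IGF at 37 deg C. After lysis, Ser473-phosphorylated Akt read by HTRF (ex 330 nm, em 615/665 nm) as the 665/615 ratio.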
* marks the source's active call; other numbers are inactive results; i = inactive; ? = inconclusive; nt = no result given; [ ] = remark or other dose. Unless noted, calls follow the shape of the dose curve; as a rule, active = well fitted curve in the direction sought with a large enough effect; inconclusive = small, poorly fitted or top-dose-only effect, or another doubt; inactive = no such curve, though single readings can be large; an effect the other way counts as inactive or inconclusive. This is a subset; the hit share may differ from the screen's.

SMILES | TDP-43 yeast inh | DRD3 antagonist | GLP1R inv ag | GLP1R ag | FUS yeast rescue | PTHR1 ag | aSyn rescue | Abeta rescue | pAkt inh
CCOc1cccc(C(=O)Nc2cccnc2)c1 | 10% | 2 | 7% | 2% | 11% | i | 0% | 24% | i
O=C(OCc1cc(Cl)ccc1OC(F)F)c1cccnc1 | 24% | -2 | 13% | 9% | 18% | -35%[inhibitor] | 9% | 9% | i
CCOc1ccc(CCN2C(=S)N([C@@H](CC(C)C)CN3CCCC3CN3C(=S)NC[C@@H]3Cc3ccc(O)cc3)C[C@@H]2CC(C)C)cc1 (some centres not stated) | 5% | -30 | 10µM* | 9% | ? | i | -43%[inhibitor] | 2% | i
O=S(=O)(NCCCCNS(=O)(=O)c1ccc(F)cc1)c1ccc(F)cc1 | -2% | 11 | -15% | 10% | -10% | -6% | 1% | -11% | i
CC1=NOC2(C1)N(C)c1ccccc1C2(C)C (configuration not stated) | -16% | 11 | -23% | -6% | 26% | -14%[57.5 µM] | 0% | 0% | i
O=C(c1cccc(NC2=NC3CS(=O)(=O)CC3S2)c1)N1CCN(c2ncccn2)CC1 (configuration not stated) | 11% | 14 | 10% | 2% | -8% | -16% | 0% | 11% | i
CC(C)c1ccc(NC(=O)CCNC(=O)Cn2cnc3ccccc3c2=O)cc1 | -19% | -8 | 4% | 2% | 18% | -30%[inhibitor] | -4% | -9% | i
COc1ccccc1NC(=O)N1CCC(C(=O)c2ccc(Cl)cc2)CC1 | -7% | 2 | ? | 11% | -5% | -29% | -4% | -8% | i
O=C(Nc1cccc(F)c1)c1ccc(-c2ccccc2)s1 | ? | nt | -1% | nt | -14% | -30% | nt | -9% | nt
Cc1ccc(F)cc1CNC(=O)C1CCC(=O)N(CC2CCCCC2)C1 (configuration not stated) | 7% | 0 | -5% | 1% | 20% | -2% | 0% | 8% | i
COC(=O)c1ccc(Cn2c(=O)cc(C(F)(F)F)c3c(C)nn(C)c32)cc1 | 18% | nt | 14% | nt | -26% | i | nt | -10% | nt
CCOc1ccc(NC(=O)N2CCN(S(C)(=O)=O)CC2)cc1 | -10% | -2 | 3% | 2% | -49%[inhibitor] | ? | -3% | 4% | i
CCN1CCc2c(sc(NC(=O)c3cc4ccccc4cc3OC)c2C(N)=O)C1 | -41%[inhibitor] | -17 | ? | -3% | 21% | -5% | -12% | -20% | i
COc1ccc(N2CCN(CC(=O)N3N=CCC3c3ccccc3)CC2)cc1 (configuration not stated) | 12% | 7 | 11% | 6% | -7% | i | 2% | 1% | i
CCN1C(=O)[C@@H]2[C@@H]3CN(S(=O)(=O)c4ccc(C)cc4)[C@@H](c4ccccc4Cl)[C@@H]3C(=O)C[C@@H]2C1=O | 3% | 0 | 11% | -1% | -6% | -11% | 0% | -10% | i
COC(=O)c1cc(Br)c(=O)n(-c2cccc(F)c2)c1 | -14% | 3 | 42%[activator] | 9% | 8% | i | -3% | -11% | i
O=[N+]([O-])c1ccc(Cl)c2cccnc12 | -18%[0.397 µM] | ? | 20% | 18% | 18% | ? | 1% | 15% | i
COc1ccc(-c2cc3onc(-c4c(Cl)cccc4Cl)c3c(=O)n2C)cc1 | ? | 2 | -10% | 2% | ? | -9% | 1% | 4% | i
O=C(Nc1ccccc1)NC1CCS(=O)(=O)C1 (configuration not stated) | 1% | 11 | 5% | -5% | -28% | i | 0% | 7% | nt
O=S(=O)(c1ccc(Cl)cc1)N1CCCCCC1 | 24% | -10 | ? | -1% | -6% | -17% | 2% | -10% | i
CC(NC(=O)C(=O)NCC1CCCO1)c1ccccc1 (configuration not stated) | 5% | -1 | 0% | 2% | -15% | i | 0% | -17% | i
CCCCc1n[nH]c(=S)n1Cc1ccc(C)cc1 | 29% | 13 | ? | 6% | 1% | -42% | 0% | ? | i
c1csc(-c2cnc3n2CCCC3)c1 | 13% | -6 | 7% | 0% | 0% | -5%[57.5 µM] | -4% | 20% | i
Cc1nn(CCCC(=O)N2CCN(c3ccc(F)cc3)CC2)c(C)c1[N+](=O)[O-] | 13% | -12 | -33% | 26% | 20% | -22% | 9% | -23% | i
CC(=O)N1CCc2cc(S(=O)(=O)NC(Cc3ccccc3)C(=O)NCc3ccccc3)ccc21 (configuration not stated) | 12% | nt | 3% | nt | 20% | -30% | nt | -3% | nt
SMILES | TDP-43 yeast inh | DRD3 antagonist | GLP1R inv ag | GLP1R ag | FUS yeast rescue | PTHR1 ag | aSyn rescue | Abeta rescue | pAkt inh
Cc1oc(-c2ccccc2)cc1C(=O)Nc1cccc2ccccc12 | ? | ? | 10µM* | -11% | 29% | -20%[57.5 µM] | 14% | -8% | i
COc1ccc(-c2nnn(CC(=O)N3CCOCC3)n2)cc1 | -9% | -60* | 4% | -13% | 11% | i | 5% | 15% | i
O=C(CN1C(=O)c2ccccc2S1(=O)=O)c1ccc2c(c1)OCCO2 | -20% | -20 | -79% | -19% | 14% | -94%[inhibitor] | -9% | -8% | i
CCOc1ccccc1NC(=O)CSc1nnc(C2CC2)n1CC | -4% | -1 | -12% | 10% | 3% | i | 6% | -2% | i
COc1ccccc1NC(=O)COC(=O)c1ccccc1SCC(=O)N1CCCC1 | -3% | 0 | 3% | -2% | 12% | -12% | -4% | -5% | i
Cc1nn(-c2ccccc2)cc1/C=N/NC(N)=S | ? | 6 | ? | 30% | 5% | -11% | -17% | 1% | i
CC(=O)c1cccc(NC(=O)c2ccc(Cl)c(S(=O)(=O)N3CCOCC3)c2)c1 | 13% | nt | 1% | nt | 21% | -13% | nt | -3% | nt
CCc1ccccc1N(C)C(=O)c1cn(CC(C)C)c(=O)c2cc(OC)c(OC)cc12 | 25% | nt | -10% | 0% | 15% | -34%[inhibitor] | nt | -11% | nt
Cc1ccc(C(=O)Nc2cc(C)nn2CCC#N)cc1 | -11% | -20 | 17% | 11% | 19% | i | 2% | -3% | i
Cc1c(C(=O)OC(C)C)nnn1-c1nonc1N | 27% | 7 | -1% | -11% | -18% | 29%[57.5 µM] | -1% | 30% | i
Nn1c(SCC(=O)NC2CCS(=O)(=O)C2)nc2scc(-c3ccccc3)c2c1=O (configuration not stated) | -4% | -24 | 2% | -6% | 14% | 28% | -2% | -8% | i
CCOc1c2ccc(C(=O)NCc3ccc(C(F)(F)F)cc3C(F)(F)F)cc2nn1C | 1% | -9 | ? | -3% | 15% | -37%[inhibitor] | -2% | 2% | i
CCOc1ccc(C(=O)CN2CCN(S(=O)(=O)c3ccc(OC)cc3)CC2)cc1 | 11% | ? | -14% | -3% | -5% | -10% | 2% | -8% | i
O=C(O)c1cc(S(=O)(=O)NC(CO)C(O)c2ccc([N+](=O)[O-])cc2)ccc1Br (configuration not stated) | 12% | 5 | -1% | -1% | -12% | -31%[inhibitor] | 9% | 2% | i
COc1cccc(C(=O)c2c(C)c(CCC#N)n3ccccc23)c1OC | 15% | -1 | 17% | 10% | -21% | i | -15% | 5% | i
Cc1ccc(NC(=O)CN2CCCC2)c2c1CC(C)(C)O2 | -7%[0.397 µM] | 4 | 3% | 14% | -11% | -7% | -1% | -1% | i
Cc1cccc(C)c1OC(=O)CSc1nnc(-c2cccs2)o1 | 18% | nt | 0% | nt | -2% | -3% | nt | -2% | nt
Nc1nc(=S)[nH]c2c1C1(CCCC1)Cc1ccccc1-2 | 0% | -17 | ? | -5% | 1% | ? | -6% | 3% | i
C[C@H]1CN([C@@H](C)CO)C(=O)c2cc(C3=CCCCC3)cnc2O[C@@H]1CN(C)C(=O)Cc1ccccc1 | 18% | 12 | -18% | -5% | 24% | -20% | -1% | -5% | i
COc1ccc(N(C(=O)c2ccc(C)cc2)S(=O)(=O)c2ccc(Cl)cc2)cc1 | 14% | nt | ? | nt | 41% | i | nt | -24% | nt
CC(=O)c1ccc(S(=O)(=O)NC2CC(=O)N(c3ccc(Cl)cc3)C2)cc1 (configuration not stated) | -9% | 6 | -9% | 3% | -3% | -22% | 5% | 9% | i
Cc1ccccc1Nc1cc(C(=O)NC2CCCC2)c2ccccc2n1 | 30% | nt | -6% | nt | -13% | -5% | nt | -7% | nt
Cn1c(Cn2cnc([N+](=O)[O-])n2)nnc1SCC(=O)Nc1ccc(Br)cc1 | 13%[9.22 µM] | -8 | -9% | 6% | 8% | i | -1% | 0% | i
Cc1occc1C(=O)Nc1c(Cl)cccc1Cl | -6% | 15 | 2% | -4% | 17% | i | 3% | -4% | i
CCOc1ccc(CCNC(=O)c2cccc(S(=O)(=O)N3CC(C)OC(C)C3)c2)cc1OCC (configuration not stated) | 5% | 18 | 10% | 1% | 13% | -6% | 5% | -3% | i
SMILES | TDP-43 yeast inh | DRD3 antagonist | GLP1R inv ag | GLP1R ag | FUS yeast rescue | PTHR1 ag | aSyn rescue | Abeta rescue | pAkt inh
O=C1CCCCC1Nc1ccc(Br)cc1 (configuration not stated) | ? | -15 | -9% | 0% | nt | -43%[inhibitor] | -4% | -20% | i
COc1ccc(Cl)c2sc(N(CCN(C)C)C(=O)c3ccc4c(c3)OCCO4)nc12 | -32%[inhibitor] | -19 | ? | -1% | 7% | -16% | 3% | -5% | i
COCC1CCCN(C(=O)c2cc(COc3ccc(C(C)=O)cc3)on2)C1 (configuration not stated) | 10% | -8 | 7% | 7% | nt | -59%[inhibitor] | -4% | -12% | i
COc1ccc(S(=O)(=O)N(CC(=O)N2CCC(C)CC2)c2ccc(C)cc2)cc1 | 9% | nt | -11% | 0% | 33% | i | nt | 2% | nt
Cc1cc(C)c2cc(C#N)c(NCCCNC(=O)c3cccnc3)nc2c1 | 8% | 21 | 5% | 5% | -29% | -25% | 2% | -2% | i
C/C(N)=C(/C#N)C(=O)COC(=O)C1CCN(S(=O)(=O)c2cccs2)CC1 | -14% | 3 | 1% | 15% | 7% | -14% | 3% | 8% | i
